# CRFR2-BP antag: antagonists of CRF-BP/CRF-R2 complex, primary screen, cell-based, HEK293, calcium dye fluorescence, uHTS. CRF-induced calcium fluorescence. inhibition, % at 11.8 µM. 350,000 compounds, 0.59% hits. AID 588475, 2011;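 active means inhibition of the ligand-induced calcium signal above about 50% at the single tested concentration, limit read from the data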
# SUMO HTRF inh: inhibitors of in vitro SUMOylation cascade, primary screen, biochemical, HTRF, uHTS | SUMO-conjugating enzyme UBC9 (Homo sapiens), P63279 | HTRF SUMOylation assay, SAE1/SAE2 + UBC9 | inhibition, % at 35 µM | 290,000 compounds, 0.36% hits; in the data active means inhibition above about 50%, passing the limit was not always enough; further: strong numbers were not always called active
# Target sequence (P63279 whole entry, looked up): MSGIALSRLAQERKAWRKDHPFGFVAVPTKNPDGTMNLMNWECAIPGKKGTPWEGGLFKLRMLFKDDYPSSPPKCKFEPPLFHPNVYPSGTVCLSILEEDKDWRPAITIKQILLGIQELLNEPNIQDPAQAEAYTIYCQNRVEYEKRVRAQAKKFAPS
# IDE inh: human IDE inhibitors in live cells, primary screen, fluorescence polarization, HEK cells, FAbetaB substrate | Insulin-degrading enzyme (Homo sapiens), P14735 | FAbetaB cleavage | inhibition, % at 5.59 µM | 320,000 compounds, 0.41% hits | AID 434962, 2010;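 active means percent inhibition above the average of all tested compounds plus 3 SD, set per screening campaign, cut at about 16% in these data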;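 further: IDE supplied by intact live HEK cells; FP after avidin binding of uncleaved biotin substrate so inhibition keeps polarization high; 0% = DMSO wells and 100% = 60 µM reference IDE inhibitor Ii1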
# HCV NS3 hel inh: inhibitors of HCV NS3 helicase, primary screen, biochemical, Cy5 molecular beacon fluorescence. NS3 helicase DNA unwinding. 290,000 compounds, 0.56% hits. Hepatitis C virus NS3 helicase. inhibition, % at 10.9 µM;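 active means inhibition above the mean of all tested compounds plus 3 SD, set per campaign, cut at about 35% in these data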;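 further: 0% = DMSO wells and 100% = thioflavine S control wells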
#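 Assay system: hepatitis C virus NS3 helicase domain fragment enzyme. Also added: annealed dual-labelled DNA beacon duplex, ATP-started. Timing: 1 h reaction at 25 °C, ATP-initiated. Technique: Cy5 fluorescence at 0 and 60 min, beacon hairpin quenching. Evaluation: % inhibition of unwinding. Replication: one well per compound.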
# IDE cell activ: human IDE activators in live cells, primary screen, fluorescence polarization, HEK cells, FAbeta-B substrate | activation, % at 5.96 µM | Insulin-degrading enzyme (Homo sapiens), P14735 | FAbeta-B cleavage; 0% vehicle, 100% cell-free pure enzyme wells | 340,000 compounds, 0.073% hits;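 active means activation above the mean of all tested compounds plus 3 SD, set per screening campaign, cut at about 17% in these data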
# GalR3 antagonist: GalR3 antagonists in HEK293 cells, primary screen, cell-based, fluorescence readout; Galanin receptor type 3 (Homo sapiens), O60755; HEK293 GalR3-CNG cAMP membrane potential fluorescence; galR3 body fused to GalR1 C-terminus; inhibition, % at 3 µM; 360,000 compounds, 0.44% hits;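 active means inhibition above the screen-wide average plus 3 SD, cut at about 13% in these data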;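 further: forskolin and galanin both at EC90 stimulate the cells; cAMP rise reported by CNG channel membrane potential dye signal; 0% = forskolin plus galanin with DMSO and 100% = forskolin alone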
# Target sequence (O60755 1-299 limits assumed): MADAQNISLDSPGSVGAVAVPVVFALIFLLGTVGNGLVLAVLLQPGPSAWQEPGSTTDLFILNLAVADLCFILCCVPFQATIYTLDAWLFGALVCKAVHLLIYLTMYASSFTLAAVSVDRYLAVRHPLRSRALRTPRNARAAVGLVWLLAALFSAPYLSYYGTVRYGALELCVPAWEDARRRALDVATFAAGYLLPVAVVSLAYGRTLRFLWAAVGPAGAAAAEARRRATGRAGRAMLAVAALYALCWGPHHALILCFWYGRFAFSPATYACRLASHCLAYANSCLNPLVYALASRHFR
# IMP-1 inh: IMP-1 metallo-beta-lactamase inhibitors, primary screen, biochemical, epi-absorbance readout, Pseudomonas aeruginosa enzyme; metallo-beta-lactamase IMP-1 (Pseudomonas aeruginosa); purified IMP-1, nitrocefin hydrolysis, epi-absorbance fluorescence; inhibition, % at 5.6 µM; 290,000 compounds, 0.45% hits;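 active means inhibition above the mean plus 3 SD of all compounds in the same screening run, cut at about 4.5% in these data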;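 further: 0% = IMP-1 with DMSO and 100% = DMSO wells lacking enzyme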
#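 assay system = purified recombinant IMP-1 metallo-beta-lactamase enzyme | schedule = 15 min preincubation plus 25 min reaction at 25 °C | signal = Epi-absorbance fluorescence, 480 nm excitation, 530 nm emission | read-out basis = percent inhibition from optical density relative to buffer-blank wells | controls = IMP-1 with DMSO as 0%, enzyme-free DMSO as 100%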
# pCIP destab: p/CIP-EGFP fusion destabilizers, primary screen, fluorescence, F442A cells. decrease of EGFP signal, % at 10 µM. Q05BA5. 290,000 compounds, 0.01% hits. 16 h;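 active means EGFP signal decrease of at least 30% at 10 µM or well 3 SD below plate mean, unless failing retest; inactive means the rest, including hits failing retest or dose response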; further: some compounds called inactive have numbers as strong as hits; many of its hits are not listed in these tables
# VIM-2 inh: VIM-2 metallo-beta-lactamase inhibitors, primary screen, biochemical, epi-absorbance readout, Pseudomonas aeruginosa enzyme | inhibition, % at 5.6 µM | purified VIM-2, nitrocefin hydrolysis, epi-absorbance fluorescence | 290,000 compounds, 0.89% hits;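 active means inhibition above the mean of all tested compounds plus 3 SD, cutoff set per screening run, cut at about 7.5% in these data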;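 further: red hydrolysis product quenches plate fluorescence so inhibitors raise well fluorescence; 0% = enzyme with DMSO and 100% = DMSO without enzyme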
# * = called active by the depositor; . = no result given. This is a random part of the collection; overall some 3.2% were active at least once.
SMILES,CRFR2-BP antag,SUMO HTRF inh,IDE inh,HCV NS3 hel inh,IDE cell activ,GalR3 antagonist,IMP-1 inh,pCIP destab,VIM-2 inh
CC(C)CCn1c(=O)c2ccccc2c2ccccc2c1=O,-11,-13,-1,1,-1,-1,-3.8,5,-2.7
O=C(Cn1c(C2CC2)nc2ccccc2c1=O)Nc1ccc(Br)cc1,-23,4,2,2,2,-1,-2.4,1,-1.2
CCN(CC)S(=O)(=O)c1cccc(NC(=O)COc2ccc(F)cc2Br)c1,12,-28,-2,-6,2,0,-2.1,-4,-0.4
O=C(O)c1ccc(CNCc2cccc(Cl)c2)cc1,28,-13,2,4,3,-3,-3.1,-2,-1.8
CC(C)c1ccc(OCc2ccc(C(=O)N3CCN(c4ccccn4)CC3)cc2)cc1,9,-20,4,-6,1,4,-0.3,-1,0.1
CCOC(=O)c1ccc(NC(=O)NC2CC3CCC(C2)N3)cc1 (stereo not given),14,-5,-1,-5,8,-5,-1.6,-9,-2.4
Cc1ccccc1-c1nnc(SCc2ccccc2)o1,-6,2,11,14,-2,-6,-10,-12,-1.0
CCOc1ccc(N2CSC(=S)N(c3ccc(OCC)cc3)C2)cc1,2,10,-2,7,3,-5,4.7*,-27,-2.4
COc1cccc(/C=C(/CC(=O)Nc2ccc(N3CCOCC3)cc2)c2nc3ccccc3s2)c1,10,12,-2,2,4,1,-3.9,-8,-3.8
Cc1ccc(C)c(S(=O)(=O)N2CCN(CC(=O)N3CCc4ccccc4C3)CC2)c1,-6,25,-1,-4,5,3,-3.5,-4,-2.4
CCOC(=O)c1cnc(SCC(=O)N2CCN(C(=O)c3ccco3)CC2)nc1N,-3,26,7,-10,0,-6,-0.7,0,-0.8
COc1ccccc1OCCNC(=O)CC(NC(C)=O)c1ccccc1 (stereo not given),-12,3,0,10,2,-3,-0.2,-6,-3.5
O=C1CCCN1CCCNC(=S)Nc1ccc(Br)cc1Cl,-1,6,-2,3,1,3,-1.2,-2,-1.4
CCCCN(C(=O)CCC(=O)Nc1cc(C)on1)C(C(=O)NC(C)(C)C)c1ccccc1Cl (stereo not given),-1,-5,2,-9,0,-7,-2.3,0,0.0
Cc1ccc(C(=O)Nc2nnc(S(=O)(=O)N3CCC(C)CC3)s2)cc1,2,17,0,4,5,1,-0.6,-4,-3.6
O=C(NCC1CCCN(C(=O)CN2CCCCC2)C1)c1ccccc1Cl (stereo not given),1,-4,-1,1,7,-6,-3.3,2,-3.3
O=C(Nc1cccc(NC(=O)c2ccc(Br)cc2)c1)c1ccccc1,-2,23,-5,-1,2,-9,-1.9,-10,-1.8
COC(=O)Cc1c[nH]c2ccc(OCC(O)CNC(C)C)cc12 (stereo not given),4,16,2,2,6,-9,-2.2,-5,-2.3
O=C(Nc1cc(C(F)(F)F)ccc1N1CCCCC1)c1ccc(Br)o1,-17,-7,3,0,4,-3,-1.1,4,-1.6
O=C(c1cccc(C(F)(F)F)c1)C1CCCN(C(=O)CN2CCCC2=O)C1 (stereo not given),20,1,-2,0,-3,-3,-3.3,4,1.7
O=S(=O)(NCc1csc(-c2cccs2)n1)c1cccc(C(F)(F)F)c1,-3,17,8,-1,6,5,-3.3,-11,-1.2
N#Cc1ccc(C(=O)Nc2cccc(S(=O)(=O)NC3=NCCC3)c2)cc1,0,.,3,.,3,-1,.,.,.
c1ccc2c(c1)ncn2Cc1nnc2sc(-c3ccc4c(c3)OCO4)nn12,-4,29,-2,0,3,-6,-1.7,-13,9.6*
CCOc1ccc(NC(=O)C2=C(C)C(=O)OC23CCC(C)CC3)cc1 (stereo not given),-34,8,-3,-8,-4,.,-4.8,3,-0.9
O=C(N/N=C1\CCS(=O)(=O)c2ccc(F)cc21)c1ccc(O)cc1,-6,18,3,16,8,2,0.7,-5,2.0
COc1ccc(C(=O)/C=C/Nc2ccccn2)c(OC)c1,18,12,1,-3,.,1,-1.9,-12,0.6
COc1ccc(NC(=O)C#Cc2ccccc2)cc1,-8,3,0,-2,-6,-2,-3.3,0,-3.2
COC(=O)C[C@H]1c2ccccc2S(=O)(=O)N1c1cccc(OC)c1,-3,.,1,.,4,0,.,.,.
Cc1ccc(N2C(=O)C3Sc4[nH]c(=O)sc4C(c4ccccc4)C3C2=O)cc1 (stereo not given),6,-5,2,15,-2,1,-1.4,-8,-5.7
COc1ccc(C(=O)CSc2nc(SC)ns2)cc1OC,19,-8,5,1,4,-3,-2.2,-14,1.5
Fc1ccc(-c2cc(C(F)(F)F)nc(-n3cccn3)n2)cc1,-15,0,0,-9,-2,-8,-3.5,9,6.5
Fc1cnc(Cl)nc1NC1CCCCC1,2,-4,3,-2,-1,-6,-3.9,0,-5.2
CCOc1cc2c3c(c1)C1(Nc4ccccc4S1)C(=O)N3C(C)(C)CC2C (stereo not given),-38,-21,3,-4,4,-4,-5.7,4,-1.8
CCOc1cc(/C=C2\C(=N)N3N=C(C)SC3=NC2=O)ccc1OCCOc1cccc(OC)c1,-12,10,9,4,3,-2,-7.0,-4,-4.9
COC(=O)c1ccc(C(=O)OC)c(NC(=O)CCC(=O)O)c1,1,22,3,-13,9,-4,-2.7,-8,-0.4
Nc1cc(=O)[nH]c(SCC(=O)Nc2ccc3c(c2)CCC3)n1,3,7,2,12,-6,4,-2.9,-13,-2.8
O=C(CSc1nnc(-c2ccc(Br)cc2)n1C1CCCCC1)N1CCCC1,-2,3,9,4,2,-6,1.2,-6,-3.1
CC(C)(C)c1ccc(/C=C2\Oc3cc(OC(=O)N4CCOCC4)ccc3C2=O)cc1,-62,19,0,3,7,-2,-4.9,-13,-2.2
COc1cc2oc(-c3ccc(O)cc3)cc(=O)c2c(O)c1OC,20,-3,6,.,-4,-2,.,-5,.
C/C(=N\NC(=O)c1cccc(S(=O)(=O)N2CCOCC2)c1)c1ccc(O)cc1,6,.,-3,.,4,-5,.,.,.
CCOc1ccc(NC(=O)N(CCC(C)C)C2CCN(C(C)=O)CC2)cc1,9,8,-1,9,4,-3,1.1,-3,-3.1
CC(C)C[C@@H](C(=O)NCc1ccco1)N1C(=O)N2CCc3c([nH]c4ccccc34)[C@@]2(C)C1=O,-4,-3,-1,3,1,-1,-2.4,-5,-1.4
C(=C\c1ccco1)/C=N/n1cnnc1,15,34,6,3,1,-1,0.4,0,-0.3
Cc1ccc(S(=O)(=O)N2CCN(C(=O)NCc3ccc(C(=O)O)cc3)CC2)cc1,-2,-4,1,-3,-1,-5,-3.4,2,-2.7
Cc1ccc(-c2nn(-c3ccccc3)cc2NC(=O)c2ccccc2)cc1,-1,-1,0,17,3,-15,-2.7,9,-2.7

# Look-ups from the list:
# `CCOC(=O)c1cnc(SCC(=O)N2CCN(C(=O)c3ccco3)CC2)nc1N` @ IDE cell activ = 0
# `COc1cccc(/C=C(/CC(=O)Nc2ccc(N3CCOCC3)cc2)c2nc3ccccc3s2)c1` @ IDE inh = -2

# Later entries.
SMILES,CRFR2-BP antag,SUMO HTRF inh,IDE inh,HCV NS3 hel inh,IDE cell activ,GalR3 antagonist,IMP-1 inh,pCIP destab,VIM-2 inh
COc1ccc(OC(=O)c2cccc(S(=O)(=O)N3CCCC3)c2)cc1,14,-6,0,-6,-3,-6,-1.1,12,-5.2
CCOC(=O)C(C)n1cnc2c(nnn2-c2ccc(C)cc2)c1=O (stereo not given),3,9,-4,-4,2,0,-2.6,-7,-3.6
CCOC(=O)c1[nH]c(C)c(C(=O)Nc2cc(Cl)ccc2C)c1C,0,-8,-6,19,4,7,-1.6,6,-2.3
COc1ccc(OC)c(Nc2nc(=O)c3cccnc3s2)c1,9,5,.,12,-16,.,-4.8,26,-2.1
COC(=O)C1=C2c3[nH]c4ccccc4c3CCN2C(=O)CC1,1,.,-1,.,1,-5,.,.,.
CCc1ccc(C(C)NC(=O)c2cc(C)oc2C)cc1 (stereo not given),2,12,-3,3,0,-3,-0.7,3,-2.2
O=C(Nc1ccc(S(=O)(=O)Nc2nccs2)cc1)c1cc(-c2ccccc2Cl)nc2ccccc12,50,-12,1,-2,4,-3,-2.6,0,-1.4
N#C/C(=C\c1ccco1)C(=O)NCC1CCCO1 (stereo not given),20,-1,5,-4,-4,8,-1.9,2,-3.0
O=C(OCc1cccc(F)c1)c1ccc2c(c1)-c1ccccc1C2=O,-45,1,4,7,0,-7,-3.1,-6,-1.5
Cc1nnc(SCC(=O)N2CC(=O)Nc3ccccc32)n1C,16,0,2,7,-2,-5,0.3,6,-2.8
C/C(=N\NC(=O)c1cccc(Cl)c1)c1cccc(NC(=O)C(C)C)c1,4,23,3,-1,0,-1,-1.4,10,-3.9
CC(=O)Oc1ccc(C(=O)NCc2ccco2)cc1,16,6,-1,3,1,-5,-3.2,-4,-2.2
CCOC(=O)c1c(C)oc2c(CN3CCN(C)CC3)c(Br)c(OC)c(O)c12,-3,2,-3,-8,6,4,-2.2,-1,10*
CCOc1ccc(S(=O)(=O)NCCC(=O)NCC(c2ccc(OC)cc2)N2CCCCC2)cc1 (stereo not given),9,.,-5,.,4,-3,.,.,.
CCN1C(=O)C(=Cc2cccc(OC)c2Oc2ccc([N+](=O)[O-])cc2[N+](=O)[O-])SC1=S,-29,0,0,4,-1,-10,-2.5,-3,-2.3
Oc1c(Br)cc(Br)cc1/C=N/NC(=S)N[C@H]1CC2C=CC1C2 (stereo not given in full),13,58*,-2,37*,-1,-2,0.5,3,-1.0
CN(Cc1ccc(Cl)cc1Cl)C(=O)CNC(=O)c1ccco1,-5,4,1,11,5,0,-2.8,-9,-3.5
CC(C)n1c(CCCO)nc2ccccc21,3,16,1,-3,1,-2,-3.5,10,-2.0
Cc1ccccc1C(=O)NC(=S)N(C)CCc1ccccn1,-1,2,-2,-2,4,-3,-1.7,-2,-0.9
O=c1cc(CSc2ccc(Cl)cc2)nc(N2CCOCC2)[nH]1,-19,0,1,-1,-11,-4,-2.5,-18,-1.1
COC(=O)N/N=C/c1cn(Cc2c(Cl)cccc2Cl)c2ccccc12,-20,-19,0,-19,-4,0,-0.8,2,-0.1
CCOc1ccc(OCCC(=O)Nc2ccc(F)cc2C)cc1,2,21,7,-6,-6,-4,-2.0,11,-2.2
Cc1ccc(CC(=O)Nc2cccc([N+](=O)[O-])c2)cc1,15,10,-2,-2,2,-4,-1.0,-4,0.8

# High-throughput results from PubChem.
